High-throughput results as filed in PubChem.
AddAB inh – less growth of phage-infected E. coli with AddAB; inhibition, % at 11.9 µM; AID 435030; 330,000 tested, 0.29% active; E. coli expressing H. pylori AddAB, absorbance growth; in the data active means inhibition above about 12%;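 further: 0% = vehicle wells of infected cells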
Tat export inh – inhibitors of E. coli Tat protein transport | E. coli MC4100 TorA-mCherry Tat export, fluorescence | inhibition, % at 10 µM | 340,000 tested, 0.036% active;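 active means mean replicate inhibition at least 50% and at least half of replicates individually reaching 50%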;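 further: exported cargo escapes ClpAP degradation while cytoplasmic cargo is degraded and loses fluorescence; 0% = median of neutral control wells and 100% = median of NaSCN control wells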
SR-BI DiI-HDL act – SR-BI HDL lipid transfer activation | CHO ldlA[mSR-BI] cells, DiI-HDL uptake fluorescence, 3 h; 100 = double the neutral-control signal | activation, % at 12.5 µM | 320,000 tested, 0.096% active | AID 504775;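 active means mean replicate activation of at least 60% and every replicate at or above 60%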;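 further: 0% = median plate neutral-control signal and 100% = twice that signal; values of inactives mirror those of a sister screen read the other way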
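material = CHO ldlA[mSR-BI] cells | medium = Ham's F12 with 0.5% BSA, HEPES 25 mM, pH 7.4 | reagent = fluorescent DiI-HDL, 10 µg/mL final | compound dosing = single-point compound dose | incubation = 3 h, 37 °C | measured by = bottom-read fluorescence, 550/595 nm | measure = HDL uptake via cellular fluorescence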
SR-BI HDL uptake – inhibitors of mouse SR-BI mediated HDL lipid uptake; Q61009; ldlA[mSR-BI] CHO cells, DiI-HDL uptake fluorescence, 3 h; inhibition, % at 12.5 µM; 320,000 tested, 0.96% active;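 active means mean replicate inhibition of at least 70% and a set share of replicates each scoring 70 or more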;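 further: 0% = median of neutral control wells and 100% = median of positive control wells; values of inactives mirror those of a sister screen read the other way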
Target sequence (Q61009 whole entry, looked up): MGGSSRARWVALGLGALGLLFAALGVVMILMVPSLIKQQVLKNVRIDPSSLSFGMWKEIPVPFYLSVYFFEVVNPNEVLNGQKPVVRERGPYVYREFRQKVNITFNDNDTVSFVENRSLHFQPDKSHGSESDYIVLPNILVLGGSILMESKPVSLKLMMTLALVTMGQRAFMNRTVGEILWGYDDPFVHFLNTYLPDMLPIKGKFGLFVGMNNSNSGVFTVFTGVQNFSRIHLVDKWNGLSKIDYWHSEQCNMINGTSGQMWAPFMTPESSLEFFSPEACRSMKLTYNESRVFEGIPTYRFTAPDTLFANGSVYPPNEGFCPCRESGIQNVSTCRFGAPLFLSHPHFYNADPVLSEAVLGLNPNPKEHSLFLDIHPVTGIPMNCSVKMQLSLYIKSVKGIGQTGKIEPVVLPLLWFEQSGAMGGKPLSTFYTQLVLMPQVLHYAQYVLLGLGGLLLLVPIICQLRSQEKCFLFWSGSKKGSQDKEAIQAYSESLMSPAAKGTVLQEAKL
CAL PDZ FP-1 – CAL PDZ (human) peptide binding inhibition | 300,000 tested, 0.92% active | Q9HD26 | purified CAL PDZ, TMR-peptide fluorescence polarization, 1 h | AID 602252 | inhibition, % at 24.9 µM;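 active means mean inhibition of at least 30% with at least half of replicates also reaching 30%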;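 further: 0% = DMSO neutral control and 100% = excess unlabeled competitor peptide PRC23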
MITF TRPM1 HTS – activators of MITF-driven TRPM1 promoter activity in SK-MEL-5 cells. SK-MEL-5 TRPM1-promoter luciferase, 24 h; % of positive control, neutral wells = 0. activation, % at 12.5 µM. 300,000 tested, 0.75% active;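 active means mean activation of at least 80% with every replicate also reaching 80%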;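 further: 0% = neutral control wells and 100% = parthenolide positive control wells; values of inactives mirror those of a sister screen read the other way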
phage Ecoli inh – E. coli growth loss with phage present; growth absorbance; inhibition, % at 11.9 µM; 360,000 tested, 0.26% active; AID 651602; in the data active means inhibition above about 11%
E coli growth – counter-screen for AddAB inhibitors: E. coli growth inhibition. E. coli V3065 growth, OD600 absorbance, 18 h. inhibition, % at 11.9 µM. 330,000 tested, 0.27% active. AID 449728;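 active means inhibition above the campaign's mean inhibition across all tested compounds plus 3 SD, cut at about 9.9% in these data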;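 further: uninfected addAB+ strain grown without phage in ampicillin broth; 0% = DMSO wells and 100% = ciprofloxacin 0.95 µg/ml wells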
CAL PDZ FP-2 – blocks peptide binding to human CAL PDZ domain | AID 504414 | Q9HD26 | 330,000 tested, 0.02% active | inhibition, % at 20 µM | purified CAL PDZ, TMR-peptide fluorescence polarization, 1 h;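 active means highest replicate inhibition of at least 40%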;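 further: plate controls were DMSO neutral control wells for no effect and unlabeled competitor peptide control wells for full effect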
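Test system: purified CerCALP PDZ construct; Compound dosing: one concentration, 20 µM compound; Also added: TMR-labelled reporter peptide T*-PRC34 bound in PDZ groove; Read-out: inhibition from polarization loss; Controls: unlabelled peptide and DMSO controls; Signal: FP readout, S and P plane fluorescence; Incubation: 1 h at RT.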
Wnt bcat act – activates Wnt/beta-catenin signaling in a reporter cell assay; activator, plate reader; activation, % at 9.35 µM; 300,000 tested, 1.2% active; AID 743398; in the data active means activation above about 30%, passing the limit was not always enough;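 further: 0% = neutral control wells and 100% = positive control wells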
Starred values were filed as active, the others as inactive; . = no result given. This is a subset; rates above refer to the full screens.

SMILES	AddAB inh	Tat export inh	SR-BI DiI-HDL act	SR-BI HDL uptake	CAL PDZ FP-1	MITF TRPM1 HTS	phage Ecoli inh	E coli growth	CAL PDZ FP-2	Wnt bcat act
O=C(C1CCC(=O)N1C1CCCCC1)N1CCC2(CC1)OCCO2 (centres undefined)	2.8	-12.3	9.7	-9.7	-0.6	2.3	0.6	2.0	0.4	.
O=[N+]([O-])c1ccc(N2CCOCC2)c2ccncc12	-1.3	1.7	2.5	-2.5	0.6	13.8	-0.5	-1.9	-0.9	-2.0
COc1cccc(CNCCc2ccc(F)cc2)c1	1.2	4.9	29.0	-29.0	77.1*	-11.6	3.7	-0.5	0.5	-0.8
CNP1(NC)=NC(C(F)(F)F)=NC(C(F)(F)F)=N1	2.8	-0.6	38.0	-38.0	3.4	-1.0	0.9	0.4	-3.1	-0.5
CC1(C)CC(=O)C(C2(O)C(=O)NC(=O)NC2=O)=C(O)C1	-0.4	-6.9	20.3	-20.3	0.9	2.7	0.5	-0.6	0.7	.
COC(=O)CC(NC(=S)N1CC2C[C@@H](C1)Cn1c2cccc1=O)C(=O)OC (some centres undefined)	-0.9	-6.9	-9.0	9.0	-1.5	-2.5	2.0	-2.5	-1.7	-0.9
CCCCn1c(O)c(/C=C/C=Nc2ccccc2)c(=O)[nH]c1=O	2.0	0.3	-12.7	12.7	-1.6	-0.5	2.8	0.9	-3.8	-2.8
CCOC(=O)c1c(N)n(CCN2CCCCC2)c2nc3ccccc3nc12	0.8	2.4	27.0	-27.0	-2.8	-6.2	0.7	-1.2	-3.3	.
CCCCCCCCCCCCCCCC[N+](C)(C)C	-1.3	32.2	5.7	-5.7	-6.6	-23.6	0.7	1.6	-0.8	-24.1
COc1ccc(C(=O)CC2(CC(=O)c3ccc(OC)cc3)C(=O)N(C)C(=O)N(C)C2=O)cc1	0.8	0.7	10.5	-10.5	-1.0	4.0	3.4	-0.1	-2.3	-2.7
O=C(O)[C@@H]1C[C@H]1[C@@H](NP(=O)(c1ccccc1)c1ccccc1)c1ccccc1	-1.3	-0.8	32.0	-32.0	7.0	1.1	4.0	-0.9	-1.0	-1.5
Fc1ccc(C2=CCN(C(c3ccc(Cl)cc3)c3nnnn3Cc3ccccc3)CC2)cc1 (centres undefined)	1.5	-2.0	-50.8	50.8	-0.5	4.8	3.0	-1.2	-2.1	-1.9
O=C1OC(c2ccc(Cl)cc2)=N/C1=C\N1CC2CC(C1)c1cccc(=O)n1C2 (centres undefined)	-1.5	-3.2	.	.	-0.6	-11.1	-0.8	1.4	0.6	-2.6
COC(=O)C1=C(c2cccc(C#N)c2)C[C@@H]2CC[C@H]1N2C(=O)NCc1ccc(F)cc1	2.1	-3.9	2.0	-2.0	0.4	2.4	4.6	0.7	1.2	3.0
COc1ccc(/C=C2/C(=O)NC(=S)N(C3CC3)C2=O)cc1CN1C(=O)c2ccccc2C1=O	2.9	-0.6	11.6	-11.6	-1.6	-2.4	3.0	-6.1	-0.8	2.7
COc1ccc(CCn2c(O)c(C=NCc3cccnc3)c(=O)[nH]c2=O)cc1OC	1.9	2.4	9.7	-9.7	-1.7	0.0	2.9	-3.3	-0.6	-4.0
O=P(Nc1ccccc1)(Oc1ccccc1)Oc1ccccc1	5.4	6.8	-3.4	3.4	-1.1	.	0.8	0.5	-1.1	-2.1
O=C1NC(=O)C2(Cc3ccccc3N3CCOCC32)C(=O)N1c1ccccc1 (centres undefined)	2.3	4.6	15.6	-15.6	.	-9.7	2.1	0.4	1.4	-1.7
CCCCn1c(O)c(C(CC)=NCc2cccnc2)c(=O)[nH]c1=O	0.3	-4.5	-0.8	0.8	.	-11.8	0.9	0.8	-2.7	.
N#CC(C#N)=Cc1ccc(N2CCCC2)cc1	0.3	-5.8	-11.9	11.9	-3.6	-1.7	3.6	0.0	-0.5	0.4
C[n+]1ccc(-c2ccncc2)cc1	1.6	-7.2	21.6	-21.6	0.7	0.6	2.5	-0.5	0.5	-0.6
Oc1ccccc1-[n+]1c(-c2ccccc2)cc(-c2ccccc2)cc1-c1ccccc1	5.0	5.3	-3.7	3.7	-1.5	-11.4	3.0	1.8	-1.2	-2.7
O=c1[nH]c(=O)n(-c2ccc(F)cc2)c(O)c1C=Nc1ccccc1N1CCCC1	2.5	9.2	-49.5	49.5	-7.3	-1.3	1.2	-2.0	0.2	-1.6
CC[C@H]1CN(C)CCc2c([nH]c3ccccc23)C(=O)C[C@@H]1/C(=C\OC)C(=O)OC	3.0	1.2	22.1	-22.1	0.4	9.1	0.2	-0.7	-0.6	-0.6
O=C(O)c1nn(Cc2ccc(Cl)cc2Cl)c2ccccc12	-0.2	-10.8	5.2	-5.2	0.0	1.9	2.7	-1.6	-1.8	1.4
Additional compounds follow.
SMILES	AddAB inh	Tat export inh	SR-BI DiI-HDL act	SR-BI HDL uptake	CAL PDZ FP-1	MITF TRPM1 HTS	phage Ecoli inh	E coli growth	CAL PDZ FP-2	Wnt bcat act
O=C(Cc1ccccc1)N1CCN(Cc2ccc(Cl)cc2)CC1	.	3.2	13.1	-13.1	-3.7	.	1.9	.	-1.0	-1.7
CCCC12CN3CN(C1)CC(CCC)(C3)C2O (centres undefined)	1.8	0.2	7.7	-7.7	-3.7	.	3.4	-1.7	-0.4	-2.5
CCC(C)C12CN3CCN(CC(C)(C3)C1=O)C2 (centres undefined)	3.8	-6.9	8.0	-8.0	-2.2	-7.7	0.2	-1.5	-1.9	-2.3
COc1ccccc1N1CCN(Cc2ccc3c(c2)OCO3)CC1	3.0	0.3	-7.8	7.8	-3.8	3.8	-0.2	-2.2	0.3	1.8
O=c1c2ccccc2nc(/C=C/c2ccccc2F)n1-c1ccccc1O	-0.9	2.8	-5.1	5.1	-2.9	2.3	0.2	-0.4	-2.5	5.1
COc1ccccc1CC1C(=O)C2CCN1CC2 (centres undefined)	3.6	-2.1	9.2	-9.2	0.2	-9.6	2.4	0.6	-1.2	.
O=c1cccc2n1CC1CC2CN(CC(O)CN2CC3CC(C2)c2cccc(=O)n2C3)C1 (centres undefined)	0.1	-5.0	27.2	-27.2	0.6	-1.5	1.2	-3.2	0.5	0.2
COC(=O)C1=C(c2c(C)noc2C)C[C@@H]2CC[C@H]1N2C(=O)NCCCOC(C)C	2.9	-8.4	13.0	-13.0	-0.6	7.1	3.2	1.0	0.1	0.6
CCN(CC)C(=O)c1ccc(NC(=O)c2cc(S(=O)(=O)N3CCCCCC3)ccc2OC)cc1	0.8	6.6	-12.0	12.0	-3.3	-0.3	0.4	-1.0	-3.1	-2.2
CCc1cc(=O)[nH]c(SCCCF)n1	4.1	-3.3	29.1	-29.1	3.2	-10.8	1.5	-0.8	0.1	0.8
COc1ccc(-c2nn(CCC#N)cc2C(=O)NCc2ccccc2)cc1[N+](=O)[O-]	.	-4.7	-19.1	19.1	-4.4	9.9	-3.9	.	1.5	0.4
CCCCn1c(C)c(C(=O)OCC)c2c(CN3CCCC3)c(O)ccc21	2.7	-7.0	-5.1	5.1	-4.6	-2.6	1.9	-2.0	0.5	0.7
COC(=O)C1=C(c2c(C)noc2C)C[C@@H]2CC[C@H]1N2C(=O)N1CCC(C)CC1	0.7	-6.9	9.4	-9.4	0.5	-7.4	3.6	-0.1	-0.7	-0.7
C=CCn1c(O)c(/C=N/N2CCCCC2)c(=O)[nH]c1=O	2.0	1.9	9.5	-9.5	0.6	7.2	1.2	1.3	-1.2	0.1
Cc1ccc(CN2CC3CC(C2)c2cccc(=O)n2C3)cc1 (centres undefined)	3.5	0.2	7.4	-7.4	-3.1	1.9	1.0	0.8	-2.4	.
Cc1cc(/C=C2\C(=O)NC(=O)N(c3ccccc3)C2=O)c(C)n1-c1ccc(C(=O)O)c(Cl)c1	.	-4.0	11.6	-11.6	-5.1	.	1.3	.	0.3	0.2
CC(O)(CS(=O)(=O)c1ccccc1)C(=O)Nc1ccc(C(F)(F)F)cc1 (centres undefined)	1.4	-1.2	2.4	-2.4	-3.9	5.4	1.7	0.2	.	-1.1
COC/C=C1\CN2C3C[C@@H]1[C@H]1COC4=Nc5cc(OC)c(OC)c(OC)c5[C@@]43C[C@@H]12	3.0	-2.2	-6.0	6.0	-0.8	-3.7	2.3	0.5	0.4	-0.6
C=C(C)[C@H]1CN[C@H](C(=O)O)[C@H]1CC(=O)O	0.9	-16.5	-0.1	0.1	-1.2	2.7	3.2	0.3	0.5	4.3
Cn1ncnc2c(=O)n(C)c(=O)nc1-2	46.8*	128.5*	2.6	-2.6	-3.4	-102.8	.	45.1*	-3.5	.
CCN(CC)C(=O)Cn1cc(C=C2C(=O)N(C)C(=O)N(C)C2=O)c2ccccc21	0.0	-12.1	.	.	-4.9	2.3	2.2	-2.6	.	-1.2
C=Cn1ccnc1P(=S)(c1ccc(N(C)C)cc1)c1nccn1C=C	-0.3	2.0	1.8	-1.8	2.6	8.9	0.1	-1.4	-0.5	.
CC12CCC3C(CC=C4CC(O)CCC43C)C1C/C(=C\c1cccc(F)c1)C2=O (centres undefined)	1.9	5.7	24.4	-3.0	-2.2	-4.1	-0.4	2.3	0.2	0.2
CCc1ccc(CNCCc2ccccc2F)cc1	1.0	-4.2	4.1	-4.1	-3.6	10.2	3.7	0.8	-2.5	-0.8
O=C1NC(=O)N(CCNc2ncc(C(F)(F)F)cc2Cl)C(=O)C1/C=N/OCc1c(F)cccc1Cl (centres undefined)	2.0	-3.6	39.3	-39.3	3.4	-0.6	3.1	-0.2	-1.2	.
Carrying on.
SMILES	AddAB inh	Tat export inh	SR-BI DiI-HDL act	SR-BI HDL uptake	CAL PDZ FP-1	MITF TRPM1 HTS	phage Ecoli inh	E coli growth	CAL PDZ FP-2	Wnt bcat act
COc1ccc2[nH]c3c(c2c1)CCN[C@H]3C	-1.7	-2.2	14.5	-14.5	13.0	-5.1	2.2	-2.8	0.7	-3.6
Cn1c(O)c(C=NCCCC(=O)O)c(=O)n(C)c1=O	0.2	-7.0	-0.6	0.6	-1.6	.	1.8	1.6	0.0	.
Clc1ccccc1CN1CCNCC1	0.2	2.6	29.0	-29.0	.	-4.8	1.1	1.9	0.6	-0.8
CC(=O)Nc1ccc(C2CN(C)CC2C(=O)c2ccc(Cl)cc2)cc1 (centres undefined)	-0.6	-1.3	-3.3	3.3	.	-2.2	0.9	-1.9	-1.1	0.3
COC(=O)[C@@]1(C#N)[C@@H]2C=CC(C(C)=O)=CN2[C@@H](C(N)=O)[C@@H]1c1ccc(F)cc1	-1.5	1.8	4.2	-4.2	-6.5	-11.2	-0.8	0.1	0.7	-3.8
CCOP(=O)(OCC)C(c1ccccc1)N(C)C=O (centres undefined)	-0.3	4.7	-21.1	21.1	.	-10.8	0.9	-1.1	-2.9	.
CCCNS(=O)(=O)c1ccc(OCC(=O)N2CCN(C)CC2)cc1	1.5	-5.3	-9.8	9.8	-3.0	-6.0	0.4	0.7	-2.5	-1.4
CCc1ccc(N2C(=O)NC(=O)/C(=C\C=C\c3ccco3)C2=O)cc1	1.3	-5.9	.	.	-3.4	-101.6	-0.8	-1.4	-2.6	9.4
